aSyn tox rescue: rescues yeast growth from alpha-synuclein toxicity | S. cerevisiae alpha-synuclein toxicity rescue, BacTiter-Glo growth, 24 h | 94,000 tested, 0.02% active | Potency, µM (doses to about 46.1 µM), for the others: at the highest dose growth rescue (activation), usual class: activators; active = well fitted activation curve with a large enough effect; inconclusive = small, poorly fitted or top-dose-only effect; also: 0% is about no effect
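Growth restoration measured by BacTiter-Glo luminescence after 24 hr at 30 deg C; alpha-synuclein yeast, raffinose-pregrown to mid-log, were added at OD600=0.02 in galactose medium onto pinned compounds.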
Numbers without * were called inactive; ? = inconclusive; & = joins results of further samples; [ ] = dose if it differs, or a comment. Potency is read from the fitted curve at half-maximal effect.

SMILES	aSyn tox rescue
COc1ccc(NC(=O)Nc2ccc3c(c2)C(=O)N([C@H](C)CO)C[C@H](C)[C@@H](CN(C)Cc2ccc(Cl)c(Cl)c2)OCCCC[C@@H](C)O3)cc1	-18%
O=C(Oc1coc(CSc2ncccn2)cc1=O)c1cccs1	12%
CCOc1ccccc1CN1CCc2nc(Nc3ccccc3)ncc2C1	4%
Cc1ccc(C(=O)Nc2cccc(C(F)(F)F)c2)cc1NC(=O)c1nccn1C	-4%
COc1ccc(-n2nc(C(=O)NCC(=O)NCc3cccc(F)c3)c3ccccc3c2=O)cc1Cl	4%
CCCn1c(SCC(=O)Nc2cccc(C)n2)nc2c1c(=O)n(C)c(=O)n2C	2%
CN1CCN(S(=O)(=O)c2cccc(C(=O)N(Cc3nnc(-c4ccc(Cl)cc4)o3)C3CC3)c2)CC1	-5%
Nc1cc(Cl)nnc1Cl	7%
O=C(c1cccc(S(=O)(=O)N2CCOCC2)c1)N(Cc1nnc(-c2ccccc2Cl)o1)C1CC1	5%
COc1cc(N(C(C)=O)c2ccc(O)c(C(=O)O)c2)c2ncccc2c1	4%
CCOC(=O)c1ccc(N2C(=O)Cc3cc(OCC)c(OCC)cc3C2c2ccccc2)cc1 (stereo not given)	-20%
COc1ccc(OC)c(CNC(=O)CCCn2c(=O)c3cccn3c3cccnc32)c1	1%
Cc1ccc2sc(-c3ccc(NC(=O)/C=C\C(=O)O)cc3)nc2c1	4%
CC(C)(C)OC[C@H](NC(=O)c1[nH]cnc1C(=O)Nc1ccccc1F)C(=O)OC(C)(C)C	20%
CC(C)CNC(=O)C(=O)NNC(=O)c1ccco1	-8%
O=C(Nc1ccc(-c2nc3cc(Cl)ccc3c(=O)o2)cc1)c1ccco1	-6%
Cc1ccc(-c2nnc(Nc3ccc(C(=O)N(C)C)cc3)c3ccccc23)cc1S(=O)(=O)NC(C)(C)CO	0%
CCc1nnc(NS(=O)(=O)c2ccc(NC(=O)c3ccccc3)cc2)s1	-5%
Cc1cc(NC(=O)c2ccccc2)nc2c1c(=O)oc1ccccc12	8%
COc1cc(C#N)ccc1OC(=O)C1CCN(C(=O)c2ccc(F)cc2)CC1	1%
Cc1ccc(-c2cc(C(=O)N3CCN(S(=O)(=O)c4ccc(Br)cc4)CC3)[nH]n2)c(C)c1	2%
Cc1cccc(N2CCN(S(=O)(=O)c3ccc(F)c(C(=O)Nc4cccc(Cl)c4C)c3)CC2C)c1 (stereo not given)	2%
CCC(=O)Oc1c(Sc2ccc(Cl)cc2)c(C)nn1-c1ccccc1	-83%[inhibitor]
COc1ccc(-c2nn(CCC(=O)O)cc2/C=N/NC(N)=S)cc1	-1%
O=c1[nH]c(SCc2cccc(Cl)c2)nc2c1CCC2	3%
CN1Cc2c(N3CCOCC3)nc3sc(C#N)c(N)c3c2CC1(C)C	-4%
COc1ccc(-c2noc(-c3nnn(-c4ccc(C(C)C)cc4)c3C)n2)cc1OC	2%
Cc1ccc(-c2ccc(=O)n(Cc3ccc(F)cc3)n2)cc1	28%
COc1ccc(C2=Nn3c(nc4sc(C(=O)Nc5cccc(C)c5)c(C)c4c3=O)SC2)cc1	-7%
CCOc1ccc(N2CC(NC(=O)C3CCCC3)CC2=O)cc1 (stereo not given)	1%
Cc1nc2nc(SCC(=O)NC(C)c3ccccc3)nn2c(C)c1Cc1c(F)cccc1Cl (stereo not given)	-25%
Cc1cc(C(=O)N(C)CC(=O)Nc2cccc(F)c2)no1	-8%
COc1ccc(CNC(=O)C2CCN(S(=O)(=O)c3c(C)noc3/C=C/c3cccs3)CC2)cc1	-4%
CCN(CC(=O)Nc1ccccc1C(F)(F)F)C(=O)c1oc2ccc(OC)cc2c1C	4%
COc1ccccc1CNC(=O)C1CCN(S(=O)(=O)c2cn(C)cn2)CC1	-13%
O=C(CCS(=O)(=O)c1cccs1)Nc1ccc(C(=O)Nc2cccc(Cl)c2)cc1	-2%
COc1cccc(NC(=O)Cn2c3ccccc3c3nc4n(c(=O)c32)CCS4)c1	-5%
Cc1nonc1CN(C)C(=O)CC1C(=O)NCCN1Cc1c(F)cccc1Cl (stereo not given)	-2%
O=C(c1cccs1)N1C[C@@H](O)[C@H](n2cc(-c3ccc(F)cc3)nn2)C[C@@H]1c1ccccc1	-8%
CCN1CCN(c2csc3ccc(F)cc3c2=O)CC1	-27%
Cc1cc2ccccc2n1CCNC(=O)c1ccc(Br)cc1	4%
O=C(Nc1cccc(-c2nc3ccccc3o2)c1)C(F)(F)F	-4%
O=C(CCCCCn1c(=O)[nH]c2ccccc2c1=O)NCc1ccccc1	-5%
Cc1oc(-c2cccc(Cl)c2)nc1CN1CCCC(C(=O)N2CCN(c3ccc(F)cc3)CC2)C1 (stereo not given)	-7%
Cc1ccc(C)c(N2C(=O)N(Cc3cc(=O)n4ccccc4n3)c3ccccc3S2(=O)=O)c1	7%
Cn1c(=O)[nH]c(=O)c2c1nc1n2CCN1c1ccccc1	-12%
CCOC(=O)c1ccc(NC(=O)c2c(NCc3ccc(OC)c(OC)c3OC)sc3c2CCC(C)C3)cc1 (stereo not given)	8%
COc1ccc([C@H]2N[C@]3(CCCN(Cc4ccc(C(F)(F)F)cc4)C3=O)[C@H]3C(=O)N(Cc4ccccc4)C(=O)[C@@H]23)cc1	0%
COc1ccccc1C(=O)Nc1nc2nc(-c3ccccc3)cc(=O)n2[nH]1	-2%
CCOC(=O)c1c(C)oc2nc(C)nc(NCC3CCN(Cc4ccccc4C)CC3)c12	-9%
Cc1cc(C)nc(Nc2ncc(O)n2-c2ccc(Br)cc2)n1	-12%
COc1ccc(CNC(=O)CSCc2cnn(-c3ccccc3)c2-n2cccc2)cc1OC	1%
O=C(N=C1SC2CS(=O)(=O)CC2N1Cc1ccccc1)C1CC1 (stereo not given)	2%
Cc1ccc(Cn2c(CNC(=O)c3ccccc3Br)nc3cccnc32)cc1	-5%
O=C(Cc1cccs1)NC1CCCC1	-19%
Cc1ccc2nc(-c3cccnc3)c(Nc3ccccc3C)n2c1	-6%&-6%
COc1ccc(N(C)C(=O)c2cc3c(s2)-c2ccccc2S(=O)(=O)C3)cc1	-2%
O=C1C(=O)N(C2CCN(C(=O)c3ccccc3Cl)CC2)CCN1Cc1ccc(F)cc1	-5%
CCCc1cc(N2CCN(c3cccc(C)c3C)CC2)n2cnnc2n1	6%
CCc1ccc(CN(Cc2cn[nH]c2-c2ccc(OC)cc2)C(=O)Nc2ccc(C)c(F)c2)cc1	4%

(next part)
SMILES	aSyn tox rescue
COc1cccc(N2CCN(C(=O)c3cnc4c(C)cccn4c3=O)CC2)c1	-7%
COc1ccc(CNCCC(c2ccccc2)c2ccc3c(c2)OCO3)cc1 (stereo not given)	-2%
CCN(CC)C(=O)Oc1ccc(OC(=O)N(CC)CC)cc1	-1%
Cc1ccc(S(=O)(=O)CCC(=O)N2CCN(c3nc4c(C)c(Cl)ccc4s3)CC2)cc1	10%
CCN(CC)S(=O)(=O)c1ccc(NN)nc1	-2%
Cc1cccc(NC(=O)c2sc3ncnc(N(C)C4CCCCC4)c3c2C)c1C	-18%
Cc1sc2ncn(CC(=O)Nc3ccc(F)cc3Cl)c(=O)c2c1S(=O)(=O)N1CCN(c2ncccn2)CC1	0%
CC(C)(C)C1CCc2nc(NC(=O)COc3ccccc3[N+](=O)[O-])sc2C1 (stereo not given)	-5%
O=C(NCCc1ccccc1)c1ccc2nc(CCc3ccccc3)oc2c1	1%
Cn1c(=O)c(C(=O)NNC(=O)c2ccccc2Cl)c(O)c2ccccc21	3%
O=C(COC(=O)c1nc(Cl)ccc1Cl)c1ccc[nH]1	-3%
COC1=C(Nc2ccccc2)C(=O)c2ccccc2C1=O	-12%
O=C(Nc1nnc(S(=O)(=O)N2CCOCC2)s1)c1ccccc1Br	-4%
C=CCN1C(=O)C(CC(=O)Nc2ccccc2F)S/C1=N\c1nccs1 (stereo not given)	7%
Cc1ccc(NC(=O)c2oc3ccccc3c2NC(=O)c2ccccc2C)cc1	2%
O=C1C2CCCN2C(=S)N1c1cc(Cl)ccc1Cl (stereo not given)	-1%
CC(C)Cn1c(=O)c2ccccc2n2c(CCC(=O)NCc3ccccc3Cl)nnc12	-1%
CCCCCN(C(=O)CCC(=O)OC(C)C(=O)NCc1ccccc1)c1c(N)n(CCCC)c(=O)[nH]c1=O (stereo not given)	-9%
CCCSc1nnc2[nH]c(=O)cc(C)n12	-6%
CC(=O)/C=C/n1c(=S)oc2ccccc21	2%
O=c1[nH]c(CN2CCN(c3ncccn3)CC2)nc2c(Br)cc(Br)cc12	1%
Cc1cc(C)c2c(n1)SCC(=O)N2CC(=O)Nc1ccccc1Cl	-9%
C/C(=N\NC(=O)CSc1nc2ccccc2[nH]1)c1ccncc1	-7%
O=C(COc1ccccc1[N+](=O)[O-])N(Cc1ccco1)c1ccccn1	2%
CC1(C)Cc2cccc(OCC(=O)OCC(=O)Nc3ccc(S(N)(=O)=O)cc3)c2O1	1%
Cc1ccc(C)c(S(=O)(=O)c2cn(Cc3ccccc3)c3cc(N4CCCC4)c(F)cc3c2=O)c1	-7%
COc1cccc(C2(O)CCN(C(=O)C(C)C)CC2)c1	1%
COc1cccc(NC(=O)CSc2nccn2C2CCCC2)c1	2%
Cc1c(C(=O)N2CCN(c3ccc(F)cc3)CC2)sc2ncnc(N3CCN(c4ccccn4)CC3)c12	11%
COc1ccc(Cn2ccc3nc(C)c(C(=O)Nc4ccc(OC)cc4OC)cc3c2=O)cc1	-4%
CC1CCN(S(=O)(=O)c2ccc3c(c2)c(=O)c(C(=O)NCCc2ccccc2)cn3C)CC1	-1%
CC1=C(c2ccc(C)cc2)S(=O)(=O)NC1=NCc1ccccc1Cl	7%
O=C(NCc1ccccn1)C1CCCCC1	-2%
COc1ccc(S(=O)(=O)N2CCC(C(=O)NCCc3ccc(OC)c(OC)c3)CC2)cc1	-2%
COC(=O)c1ccccc1NC(=O)CCn1nc(C)c2c(C)n(-c3ccccc3)nc2c1=O	5%
CN(C)c1ccc(/C=C2\c3ccccc3C(=O)N2c2ccccc2)cn1	-9%
O=C(N/N=C/C(Br)=C/c1ccccc1)c1cc(-c2ccco2)[nH]n1	0%
Cc1ccc2oc(-c3ccc(C)c(NC(=O)c4ccc(-c5ccccc5[N+](=O)[O-])o4)c3)nc2c1	2%
COc1ccc(CCNC(=O)c2cc3c(=O)oc4ccc(C)cc4c3s2)cc1OC	6%
CCOC(=O)c1ccc(N2CCN(c3cccc(Cl)c3)CC2)c(NC(=O)Nc2ccc(Cl)cc2)c1	-9%
NC(=O)c1nc2c([nH]c1=O)CCCC2	0%
O=C(O)C1CCCN1c1nc(Cl)ccc1[N+](=O)[O-] (stereo not given)	7%
c1ccc(COc2ncnc3c2ncn3CCCNCc2cccs2)cc1	6%
O=C(Nc1nc(-c2cccc3ccccc23)cs1)c1ccc2c(c1)S(=O)(=O)c1ccccc1C2=O	3%
NC(=O)NN=C1CCN2CCCc3cccc1c32	-2%
Cc1ccccc1NC(=O)c1ccc(N(Cc2ccccc2)S(C)(=O)=O)cc1	5%
O=C(COc1ccc(Br)cc1)Nc1ccc(C(=O)OC2CCCCC2)cc1	18%
CCOC(=O)N1CCN(Cc2nc3cc(NC(=O)c4cccc(C)c4)ccc3n2C(C)C)CC1	2%

A run of entries taken from the entries so far, for reference:
SMILES	aSyn tox rescue
CC1(C)Cc2cccc(OCC(=O)OCC(=O)Nc3ccc(S(N)(=O)=O)cc3)c2O1	1%
Cc1ccc(C)c(S(=O)(=O)c2cn(Cc3ccccc3)c3cc(N4CCCC4)c(F)cc3c2=O)c1	-7%
COc1cccc(C2(O)CCN(C(=O)C(C)C)CC2)c1	1%
COc1cccc(NC(=O)CSc2nccn2C2CCCC2)c1	2%
Cc1c(C(=O)N2CCN(c3ccc(F)cc3)CC2)sc2ncnc(N3CCN(c4ccccn4)CC3)c12	11%
COc1ccc(Cn2ccc3nc(C)c(C(=O)Nc4ccc(OC)cc4OC)cc3c2=O)cc1	-4%
CC1CCN(S(=O)(=O)c2ccc3c(c2)c(=O)c(C(=O)NCCc2ccccc2)cn3C)CC1	-1%
CC1=C(c2ccc(C)cc2)S(=O)(=O)NC1=NCc1ccccc1Cl	7%
O=C(NCc1ccccn1)C1CCCCC1	-2%
COc1ccc(S(=O)(=O)N2CCC(C(=O)NCCc3ccc(OC)c(OC)c3)CC2)cc1	-2%
COC(=O)c1ccccc1NC(=O)CCn1nc(C)c2c(C)n(-c3ccccc3)nc2c1=O	5%
CN(C)c1ccc(/C=C2\c3ccccc3C(=O)N2c2ccccc2)cn1	-9%
O=C(N/N=C/C(Br)=C/c1ccccc1)c1cc(-c2ccco2)[nH]n1	0%
Cc1ccc2oc(-c3ccc(C)c(NC(=O)c4ccc(-c5ccccc5[N+](=O)[O-])o4)c3)nc2c1	2%
COc1ccc(CCNC(=O)c2cc3c(=O)oc4ccc(C)cc4c3s2)cc1OC	6%
CCOC(=O)c1ccc(N2CCN(c3cccc(Cl)c3)CC2)c(NC(=O)Nc2ccc(Cl)cc2)c1	-9%
NC(=O)c1nc2c([nH]c1=O)CCCC2	0%
O=C(O)C1CCCN1c1nc(Cl)ccc1[N+](=O)[O-] (stereo not given)	7%
c1ccc(COc2ncnc3c2ncn3CCCNCc2cccs2)cc1	6%
O=C(Nc1nc(-c2cccc3ccccc23)cs1)c1ccc2c(c1)S(=O)(=O)c1ccccc1C2=O	3%
NC(=O)NN=C1CCN2CCCc3cccc1c32	-2%

Later entries.
SMILES	aSyn tox rescue
Cc1ccc(OCCn2c(C3CC(=O)N(Cc4ccccc4)C3)nc3ccccc32)cc1 (stereo not given)	2%
C=Cc1ccc(CSc2nnc(C)n3c2cc2occc23)cc1	17%
Cc1ccc(C)c(OCCC(=O)NNC(=O)c2ccncc2)c1	-4%
CCN(CC(=O)Nc1ccccc1OC)C(=O)CSCC(=O)Nc1cccc(C)c1	2%
CCOC(=O)c1c(-c2ccc(C)cc2)csc1NC(=O)c1cc(=O)c2cc(Cl)ccc2o1	-4%
COc1ccc(NS(=O)(=O)c2c(C)nc3scc(C)n3c2=O)cc1	?
Nc1nc(N)c2c(n1)CN(Cc1ccc(Cl)cc1)C2	-2%

Source: PubChem BioAssay

The list is partial, so the mix of outcomes need not match the whole.
